Screening data deposited in PubChem by several laboratories.
TNAP act mid DEA: human TNAP enzyme activators, primary screen, biochemical, luminescent, intermediate phosphate acceptor level; Alkaline phosphatase, tissue-nonspecific isozyme (Homo sapiens), P05186; purified TNAP, CDP-star luminescence, 100 mM DEA, 30 min; hits give high values; scale: 0 levamisole-inhibited, 1 vehicle-only enzyme; activation factor at 20 µM; 64,000 tested, under 10 active; AID 813, 2007;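 active = activation factor of at least 2 at 20 µM, relative to controls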
tolC growth inh: growth inhibitors of E. coli tolC mutant, primary screen, strain BW25113 ΔtolC::kan, 384-well | actives 2.2% (n = 65,000) | OD615 | growth inhibition, % at 10 µM (by protocol) | AID 573, 2007;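 active = growth inhibition at or above a cutoff equal to the mean over every tested compound plus 3 SD, cut at about 60% in these data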;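 also: growth measured after 20 h incubation at 37 °C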
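System: E. coli ΔtolC::kan strain BW25113; Buffer or medium: LB broth supplemented with 50 µg/mL kanamycin; Compound: 10 µM final, single dose; Incubation: bacterial growth with compound for 20 h at 37 °C; Signal: A615 absorbance measurement; Evaluation: growth inhibition in percent.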
Fluor 339 460: intrinsic fluorescence of library compounds, ex339/em460 – biochemical, MLSMR library, data from DPM-DC assay, artefact control, profiling panel. AID 709, 2007. fluorescence fold increase at 10 µM. compound autofluorescence, ex339/em460 nm, NADH buffer; hits give high values; 1 = no-compound wells, NADH background. actives 5.5% (n = 65,000);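 active = at 10 µM, mean starting fluorescence two-fold or more over control wells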;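 also: signal is the first read of a kinetic run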
M1 antag: antagonists of rat M1 muscarinic receptor | CHO-M1 cells, Fluo-4 calcium, ACh EC80 antagonist mode; hits give low values | B-score at 10 µM | actives 3.4% (n = 64,000);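 active = calcium fluorescence response, raw or row-and-column corrected B-score, differing from the plate sample mean either way at a set confidence level, mostly lower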
Target sequence (P08482 whole entry, looked up): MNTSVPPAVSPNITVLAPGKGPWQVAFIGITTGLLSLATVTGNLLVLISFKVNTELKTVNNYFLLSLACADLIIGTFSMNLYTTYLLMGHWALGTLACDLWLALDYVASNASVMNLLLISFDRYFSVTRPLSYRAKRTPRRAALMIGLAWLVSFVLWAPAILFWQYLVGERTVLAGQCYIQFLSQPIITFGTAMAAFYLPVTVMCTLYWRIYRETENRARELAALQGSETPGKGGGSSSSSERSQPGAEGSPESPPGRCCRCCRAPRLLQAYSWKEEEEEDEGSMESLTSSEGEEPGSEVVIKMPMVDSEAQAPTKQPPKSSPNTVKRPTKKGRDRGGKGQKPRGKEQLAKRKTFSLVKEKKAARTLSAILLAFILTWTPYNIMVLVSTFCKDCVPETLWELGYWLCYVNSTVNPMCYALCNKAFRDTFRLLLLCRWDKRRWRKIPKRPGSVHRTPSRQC
M1 ag: M1 muscarinic receptor agonists, primary screen, CHO-M1 cells, Fluo-4 calcium, agonist mode; Muscarinic acetylcholine receptor M1; Fluo-4 calcium fluorescence; hits give high values; B-score at 10 µM; actives 3% (n = 64,000); AID 626, 2007;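 active = fluorescence rise, raw or as B-score row- and column-corrected plate score, outside the 99.7% band of its plate's samples, either direction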
Ec RNAP inh: E. coli RNAP inhibitors, biochemical. E. coli RNA polymerase, fluorescence transcription assay. inhibition, %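 (tested at 10 µM)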. actives 0.2% (n = 62,000); in the data active = inhibition above about 20%;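 also: 0% = enzyme without compound and 100% = no enzyme blank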
NADH enzymes: inhibitors of PK/LDH coupling enzymes, profiling panel, artefact control, biochemical, MLSMR library | AID 774, 2007 | actives 0.02% (n = 65,000) | coupled PK/LDH NADH assays, four targets | IC50, µM (series often up to 10 µM), for inactives: at the top dose inhibition;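 active = single-dose screening hits from any of four coupled enzyme assays that gave an IC50 when retested across doses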;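 also: the DPM-DC format reads NADH fluorescence rather than 340 nm absorbance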
RORA act: activators of orphan receptor RORA, primary screen, cell-based, luminescence; actives 1.5% (n = 65,000); CHO-K1 Gal4-RORA LBD luciferase reporter; percent increase over mock-subtracted basal signal; activation, % at 10 µM; AID 560, 2006;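 active = activation above the mean of all tested compounds plus 3 SD, cut at about 49% in these data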;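 also: 0% = DMSO-treated RORA cells and 100% = added signal equal to DMSO minus mock-transfected cells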
SF1 activator: activators of human SF-1, primary screen, cell-based, CHO-K1, Gal4-SF-1 LBD, luciferase luminescence; CHO-K1 Gal4-SF-1 LBD luciferase reporter; % increase over DMSO SF-1-specific signal; activation, % at 10 µM; actives 1.9% (n = 65,000);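 active = activation above the mean activation of all tested compounds plus 3 SD, cut at about 50% in these data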
Target sequence (Q13285 whole entry, looked up, the tested form may be a part): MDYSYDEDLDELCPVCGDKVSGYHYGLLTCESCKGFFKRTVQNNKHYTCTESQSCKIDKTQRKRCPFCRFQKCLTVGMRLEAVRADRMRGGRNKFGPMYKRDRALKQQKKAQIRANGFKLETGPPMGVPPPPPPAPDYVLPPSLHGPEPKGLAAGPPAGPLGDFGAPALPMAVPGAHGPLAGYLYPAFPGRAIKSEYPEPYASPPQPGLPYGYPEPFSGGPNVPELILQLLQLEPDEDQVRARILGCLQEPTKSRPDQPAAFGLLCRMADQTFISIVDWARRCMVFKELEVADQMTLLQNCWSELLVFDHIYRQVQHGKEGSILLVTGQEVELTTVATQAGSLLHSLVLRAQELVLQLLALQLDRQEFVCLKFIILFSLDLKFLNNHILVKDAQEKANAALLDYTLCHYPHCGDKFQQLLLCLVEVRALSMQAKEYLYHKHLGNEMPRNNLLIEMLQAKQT
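Test system: CHO-K1 cells with Gal4–hSF-1 LBD chimera plus Gal4-driven luciferase; Input: 4,000 cells/well; Compound: 10 µM only; Times: 20 h compound treatment, 37 °C; Measured by: steady-glow luciferase luminescence, read after 15 min reagent incubation; Measure: percent activation versus DMSO; Control set: DMSO and mock-transfected background; Replicates: one test per compound.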
An asterisk follows results filed as active; / = no result given; [ ] = remark or other dose.

SMILES	TNAP act mid DEA	tolC growth inh	Fluor 339 460	M1 antag	M1 ag	Ec RNAP inh	NADH enzymes	RORA act	SF1 activator
O=C(OCc1cc2ccccc2[nH]c1=O)c1ccncc1	0.8	-18.9	1.09	-0.562	0.214	6.5	4.0%	12.6	-5.6
O=C(c1cccc(COCC(F)(F)C(F)F)c1)N1CCN(c2ccccc2)CC1	0.9	15.4	1.14	-0.617	-0.918	2.5	2.0%	8.7	-7.2
CC1(C)CC(C(CC(=O)O)c2ccccc2)CCO1 (stereo not drawn)	1	-4.7	1.07	0.152	0.479	10.2	8.0%	-1.0	-14.1
CCCCN(C)C(=O)C1CCC(=O)N(c2cc(OC)c(OC)c(OC)c2)C1c1ccc(OC)cc1 (stereo not drawn)	0.9	1.8	1.13	-0.85	0.716	-12.0	6.0%	10.4	-10.2
OCCN1CCN(C(c2cccs2)c2ccc3cccnc3c2O)CC1 (stereo not drawn)	0.9	-1.2	1.02	-0.304	-0.573	-0.5	5.0%	-10.8	19.5
CCn1c(SCC(=O)Nc2ccc3c(c2)OCO3)nc2c1c(=O)n(C)c(=O)n2C	1	7.7	1.14	-0.376	-0.486	-8.7	4.0%	-10.9	-12.4
Cc1ccc(S(=O)(=O)C2(C(=O)Nc3cccnc3)CC2)cc1	0.9	-3.1	1.02	0.23	0.465	4.7	2.0%	5.1	-5.9
O=C(NCc1ccccn1)c1c(O)c2c([nH]c1=O)CCCC2	0.9	-9.3	1.09	0.111	-0.183	7.4	3.0%	-9.6	1.1
COc1ccc(C)cc1S(=O)(=O)N1CCC(C(=O)N2CCOCC2)CC1	1	-4.9	1.1	0.545	-1.86	4.1	7.0%	-1.4	4.4
CCn1c(Cc2ccccc2)nnc1SCC(=O)OC(C)C	0.9	3.4	1.07	0.65	-0.518	6.8	8.0%	12.5	-3.0
CC(N)C12CC3CC(C1)CC(C(C)N)(C3)C2 (stereo not drawn)	0.9	-29.9	1.02	0.448	-0.0095	6.1	4.0%	-4.6	3.9
CC1CCCCC1NC(=O)CN1CCC(O)(c2ccc(F)cc2)CC1 (stereo not drawn)	0.9	3.8	1.1	0.0539	-0.545	-0.6	2.0%	-17.4	-3.9
Cc1cccc(N2CCN(C(=O)Cn3ccc4ccccc4c3=O)CC2)c1C	0.9	42.0	1.1	-0.0292	-1.15	-0.4	2.0%	-5.2	-17.0
CC(C)Cn1c(=O)c(C2=NS(=O)(=O)c3ccccc3N2)c(O)c2ccccc21	0.9	18.2	1.91	0.428	0.0164	6.4	5.0%[fluoresces]	11.3	-7.4
CCOc1ccccc1NC(=O)N1CCCC1C(=O)Nc1ccc(-n2cnnn2)c(C)c1 (stereo not drawn)	1	10.1	1.03	-0.156	0.356	1.1	5.0%	5.6	-1.7
CCc1ccccc1NC(=O)CC1S/C(=N\c2nccs2)N(CC)C1=O (stereo not drawn)	0.8	6.1	1.09	-1.04	-1.41	12.5	7.0%	3.4	-2.5
CC(=O)NC(C)C12CC3CC(CC(C(=O)O)(C3)C1)C2 (stereo not drawn)	0.9	-0.2	1.06	-0.0363	-0.0288	4.7	6.0%	-3.4	-4.2
c1ccc(-c2noc(COc3ccc4c(c3)OCO4)n2)cc1	0.9	-22.7	0.99	1.18	0.754	3.7	6.0%	7.9	48.0
Cc1cc(Nc2cccc(F)c2)n2ncnc2n1	0.8	-3.7	1.11	0.0731	1.22	7.6	1.0%	-5.3	-13.1
O=C1NC2C(NC(=O)N2C2CCCCC2)N1C1CCCCC1 (stereo not drawn)	0.8	-10.6	1.02	/	/	4.3	7.0%	-5.9	-9.6

Reformatted with values under each structure: part of the list above.
Under each structure: TNAP act mid DEA, tolC growth inh, Fluor 339 460, M1 antag, M1 ag, Ec RNAP inh, NADH enzymes, RORA act, SF1 activator
> CCc1ccccc1NC(=O)CC1S/C(=N\c2nccs2)N(CC)C1=O (stereo not drawn)
→ 0.8, 6.1, 1.09, -1.04, -1.41, 12.5, 7.0%, 3.4, -2.5
> CC(=O)NC(C)C12CC3CC(CC(C(=O)O)(C3)C1)C2 (stereo not drawn)
→ 0.9, -0.2, 1.06, -0.0363, -0.0288, 4.7, 6.0%, -3.4, -4.2
> c1ccc(-c2noc(COc3ccc4c(c3)OCO4)n2)cc1
→ 0.9, -22.7, 0.99, 1.18, 0.754, 3.7, 6.0%, 7.9, 48.0
> Cc1cc(Nc2cccc(F)c2)n2ncnc2n1
→ 0.8, -3.7, 1.11, 0.0731, 1.22, 7.6, 1.0%, -5.3, -13.1

Additional entries follow:
SMILES	TNAP act mid DEA	tolC growth inh	Fluor 339 460	M1 antag	M1 ag	Ec RNAP inh	NADH enzymes	RORA act	SF1 activator
CC1CCN(C(c2ccc(N(C)C)cc2)c2nnnn2C(C)(C)C)CC1 (stereo not drawn)	0.9	-8.1	1.11	-0.539	0.142	5.8	6.0%	-1.5	-13.8
CCC1(C)NC(=O)N(CC(=O)Nc2sc3c(c2C(N)=O)CCC3)C1=O (stereo not drawn)	0.9	0.7	1.12	-0.0265	-0.0777	5.5	9.0%	0.8	13.5
COc1ccc(-c2cc(=O)[nH]c(=O)[nH]2)cc1	0.9	-3.0	1.09	-0.309	-0.0158	/	1.0%	-6.6	-4.4
CC1CCN(C(=O)C(Cc2ccccc2)n2cccc2)CC1 (stereo not drawn)	1	5.6	1.04	-1.18	-0.991	0.0	1.0%	15.2	18.8
CC(C)C(=O)Nc1ccc(C(=O)NC2CCSC2=O)cc1 (stereo not drawn)	0.9	13.1	1.16	-0.65	-0.446	2.7	7.0%	12.9	-13.4
COc1ccc(-c2cc(=O)c3ccccc3s2)cc1	0.8	19.5	1.91	0.193	-0.216	6.1	9.0%	23.1	41.8
CCCc1nc(SCC(=O)N2CCN(c3ccccc3)CC2)c2c(=O)n(C)c(=O)n(C)c2n1	0.9	2.4	1.06	-8.08*	7.23*	4.2	2.0%	-3.2	5.5
C=CCN(CC=C)S(=O)(=O)c1ccc2nsnc2c1	0.8	4.8	1.07	-0.033	0.865	-6.3	2.0%	-16.0	4.5
COc1cccc(N(CC(=O)NCc2cccnc2)S(C)(=O)=O)c1	0.9	-10.8	1.06	-0.0946	0.911	9.7	0.0%	12.9	-4.6
CC(C)OCCCn1c(=NC(=O)c2ccncc2)c(C#N)cc2c(=O)n3ccccc3nc21	0.9	2.4	3.59*	-1.61	25.4*	-13.3	8.0%[fluoresces]	7.0	-8.1

Already shown: entries from further up.
SMILES	TNAP act mid DEA	tolC growth inh	Fluor 339 460	M1 antag	M1 ag	Ec RNAP inh	NADH enzymes	RORA act	SF1 activator
COc1cccc(N(CC(=O)NCc2cccnc2)S(C)(=O)=O)c1	0.9	-10.8	1.06	-0.0946	0.911	9.7	0.0%	12.9	-4.6
CC(C)OCCCn1c(=NC(=O)c2ccncc2)c(C#N)cc2c(=O)n3ccccc3nc21	0.9	2.4	3.59*	-1.61	25.4*	-13.3	8.0%[fluoresces]	7.0	-8.1

New compounds follow.
SMILES	TNAP act mid DEA	tolC growth inh	Fluor 339 460	M1 antag	M1 ag	Ec RNAP inh	NADH enzymes	RORA act	SF1 activator
Cn1c(=O)[nH]c(=O)c2c1nc(Sc1ncccn1)n2CCCc1ccccc1	1	0.9	1.03	-0.0653	-1.09	1.9	0.0%	-11.6	-4.7
COc1cc(CN2CCC(C(=O)N3CCN(c4ccccc4F)CC3)CC2)cc(OC)c1OC	1	-5.3	1.1	/	/	4.0	15.0%	-12.2	-1.2
CCOc1ccc(-c2nnn(CC(=O)NCc3ccc(F)cc3)n2)cc1OCC	0.9	-13.9	1.12	-0.0305	-0.0675	10.4	1.0%	-7.0	25.4
CCN(CC)CCCn1c(C)cc2c(c1=O)C(c1ccccc1)C(C#N)=C(N)O2 (stereo not drawn)	0.9	-3.3	1.14	-1.27	-0.578	16.0	7.0%	-5.7	10.0
O=C(c1ccccc1-c1ccccc1)N1CCCC1	1	8.7	1.08	0.195	2.07	-7.6	4.0%	-16.6	-7.5
C/C(N)=C(/C#N)C(=O)CSc1ccc2c(c1)OCCO2	0.9	-4.2	1.21	-0.000522	-0.135	7.3	5.0%	-2.2	57.9*
CCOc1ccc(OCc2ccc(C(=O)Nc3cccc(C)n3)o2)cc1	0.8	50.9	1.1	-0.358	-1.07	4.1	4.0%	-34.7	-14.7
Cc1ccc(S(=O)(=O)N2CCCC(c3nnc4n3-c3ccccc3SC4)C2)cc1 (stereo not drawn)	0.8	9.1	1.03	-0.574	0.202	11.6	2.0%	-11.0	-13.7
Cc1cc(N2CCN(c3ccccc3)CC2)nc(NCc2ccccc2)n1	0.8	53.1	1.08	0.116	0.429	10.3	6.0%	6.8	-10.0
C=C(C)CSc1nnc([C@@H](NC(=O)OC(C)(C)C)C(C)CC)o1 (stereo partly drawn)	1	0.3	1.06	-0.11	-1.03	8.1	6.0%	-10.7	-13.8
COc1cc(C(=O)OCn2nnc3ccccc3c2=O)cc(OC)c1OC	1	-5.2	1.04	-0.178	0.687	9.2	0.0%	-0.2	3.8
CCOC(=O)c1c(C)c(C(=O)NCc2ccc3c(c2)OCO3)c(C)n1CC	0.9	-3.7	1.07	-0.497	0.114	2.7	4.0%	2.2	-5.2
CN(c1ccccc1C(=O)NCc1ccccn1)S(C)(=O)=O	1	-3.5	1.1	-0.417	0.649	4.0	5.0%	5.5	12.6
Cc1occc1C(=O)Nc1cccnc1	0.9	-9.8	1.06	-0.0777	-0.241	8.0	3.0%	-11.6	13.7
O=C(O)Cc1ccccc1C(=O)O	0.9	-17.6	1.02	0.0751	0.129	12.2	2.0%	-17.1	1.4
OC(COc1ccc2ccccc2c1Cl)CN1CCOCC1 (stereo not drawn)	0.9	10.9	1.11	0.00844	0.27	6.2	7.0%	48.6	54.5*
Cc1sc2nc(C3CC3)nc(SCC(=O)NCc3ccco3)c2c1C	1	15.8	1.1	-0.328	-0.293	-2.3	10.0%	2.2	-14.3
COc1ccc(-c2nnnn2C)cc1S(=O)(=O)NCCc1ccccc1	0.9	-9.9	1.02	/	/	1.7	6.0%	-0.4	-6.3
COc1ccc(NC2=NC3(CCCCC3)N=C(N)N2)cc1	1.1	22.7	1.07	-0.0225	0.366	-4.5	4.0%	1.0	-9.4
CCCN(CCC)CCNC(=O)C1CCCN(S(=O)(=O)c2ccc3c(c2)oc(=O)n3C)C1 (stereo not drawn)	0.9	-3.9	1.07	-0.655	0.414	-4.8	3.0%	0.8	0.7
Cc1cc2ncn(C(=O)c3c(-c4c(Cl)cccc4Cl)noc3C)c2cc1C	0.9	8.4	1.06	0.0443	-0.682	8.9	5.0%	9.7	-10.2
C=CCn1c(C2CC(=O)N(c3ccc(C)cc3)C2)nc2ccccc21 (stereo not drawn)	0.9	6.2	1.13	0.187	0.00399	3.4	3.0%	-16.2	-11.3
Cc1cccc(-n2nnc(C(=O)NCc3ccco3)c2N)c1	1	-2.9	1.06	-1.1	0.742	2.7	2.0%	23.9	26.7
O=C(CCn1c(=O)oc2ccccc21)NC1=NCCS1	/	-20.2	1.08	-0.924	0	/	8.0%	14.2	10.2
O=C(NC1CC1)c1c[nH]c2ccc(S(=O)(=O)Nc3cccc(C(F)(F)F)c3)cc2c1=O	0.9	34.9	1.28	0.464	-1.86*	5.0	4.0%	-4.3	0.9
Cc1[nH]c(=O)[nH]c(=O)c1S(=O)(=O)Nc1ccc(Oc2ccccc2)cc1	0.8	41.6	1.04	-0.208	0.655	-2.6	4.0%	16.4	-9.4
